# NCI-60 one-dose screen, 48 h, at 10 µM unless noted. Numbers give growth in % (100 = growth as untreated, 0 = no growth, -100 = all killed).
# UACC-257 – UACC-257 melanoma; actives 4.4% (n = 78,000); AID 1794764
# A549/ATCC – A549/ATCC NSCLC; actives 3.7% (n = 81,000); AID 1794740
# EKVX – EKVX NSCLC; actives 3% (n = 71,000)
# SK-MEL-28 – SK-MEL-28 melanoma | actives 4.1% (n = 81,000) | AID 1794761
# HOP-92 – HOP-92 NSCLC cells | actives 6.3% (n = 71,000)
# M14 – M14 melanoma; AID 1794745; actives 6.2% (n = 80,000)
# SK-MEL-5 – SK-MEL-5 melanoma; actives 6.4% (n = 80,000); AID 1794755
# UACC-62 – UACC-62 melanoma | actives 5.4% (n = 81,000)
# * marks the source's active call; other numbers are inactive results; · = not tested or not shown; & = joins results of further samples. How the source made its calls: active means growth percent below 10; inactive means the rest.
# Key to letters: A = UACC-257; B = A549/ATCC; C = EKVX; D = SK-MEL-28; E = HOP-92; F = M14; G = SK-MEL-5; H = UACC-62
canonical_smiles: Cn1c2ccccc2c2nnc(N/N=C/c3ccccn3)nc21
  A = 7.2*	B = 21	C = -12*	D = 18	E = 14	F = -42*	G = -44*	H = -6.2*
canonical_smiles: C=C1OC(=O)C(=O)N1CC(=O)O
  A = 114	B = 99	C = 118	D = 107	E = 90	F = 106	G = 108	H = 103
canonical_smiles: CCCOC(=O)NCCO
  A = 122	B = 118	C = ·	D = 105	E = 93	F = 105	G = 104	H = 107
canonical_smiles: Oc1ccc(Cl)c2c1CCC2
  A = 94	B = 96	C = 99	D = 117	E = 101	F = 114	G = 104	H = 93
canonical_smiles: COc1ccc(C2C(Oc3ccccc3)C(=O)N2c2ccc(OC)cc2)cc1 (stereo not drawn)
  A = 101	B = 93	C = 84	D = 108	E = ·	F = 99	G = 102	H = 86
canonical_smiles: CCC1=C[C@H]2CN(CCc3c([nH]c4ccccc34)[C@@](C(=O)OC)(c3cc4c(cc3OC)N(C)[C@H]3[C@@](O)(C(=O)OC)[C@H](OC(C)=O)[C@]5(CC)[C@@H]6C[C@@H]6CN6CC[C@]43[C@@H]65)C2)C1
  A = 55	B = 18	C = 36	D = 59	E = -7.4*	F = -32*	G = -26*	H = 17
canonical_smiles: O=C(O)N1CCc2c(sc3ccccc23)C1
  A = 104	B = 110	C = 94	D = 122	E = 92	F = 102	G = 109	H = 87
canonical_smiles: C/C(=N\NC(=O)c1ccncc1)c1ccc(N)cc1
  A = 93	B = 91	C = 101	D = 106	E = 81	F = 102	G = 99	H = 94
canonical_smiles: COc1ccc2occ(COC(=O)c3c(C)noc3C)c(=O)c2c1
  A = 78	B = 93	C = 90	D = 89	E = 80	F = 79	G = 80	H = 67
canonical_smiles: N#C/C=C1/SCC(=O)N1CC(=O)N1CCN(c2cc3c(cc2F)c(=O)c(C(=O)O)cn3C2CC2)CC1
  A = 97	B = 100	C = 97	D = 105	E = 94	F = 103	G = 105	H = 98
canonical_smiles: ClC(Cl)(Cl)c1nc2nccnc2[nH]1
  A = 108	B = 101	C = ·	D = 110	E = ·	F = 103	G = 113	H = 107
canonical_smiles: O=S(=O)(c1ccccc1)N1CCNc2ccccc21
  A = 104	B = 102	C = 101	D = 105	E = 95	F = 111	G = 108	H = 108
canonical_smiles: Cc1c(C(=O)C(SC(=S)N2CCOCC2)SC(=S)N2CCOCC2)nnn1-c1ccc([N+](=O)[O-])cc1
  A = 93	B = 96	C = 113	D = 103	E = 93	F = 90	G = 107	H = 88
canonical_smiles: Cc1c2c(cn1C)CCc1cnc(=O)[nH]c1-2
  A = 114	B = 107	C = 89	D = 115	E = ·	F = 102	G = 107	H = 90
canonical_smiles: O=C(N=Nc1c(O)n(Cc2ccccc2)c2ccccc12)c1cc2ccccc2[nH]1
  A = 101	B = 79	C = 84	D = 104	E = 92	F = 91	G = 95	H = 90
canonical_smiles: O=C(c1ccc(Cl)cc1Cl)N1c2ccccc2Sc2ccccc21
  A = 64	B = 54	C = 76	D = 65	E = 72	F = 60	G = 35	H = 43
canonical_smiles: COc1ccc2cc(-c3csc(Nc4ccccc4)n3)c(=O)oc2c1
  A = 74	B = 75	C = 81	D = 97	E = 89	F = 97	G = 76	H = 86
canonical_smiles: CC(=O)N(C)c1ccccc1O
  A = 104	B = 102	C = 95	D = 116	E = 93	F = 99	G = 101	H = 99
canonical_smiles: Cc1ccc2nc(NC(=O)CN3CCN(CCN4C(=O)c5cccc6cccc(c56)C4=O)CC3)sc2c1
  A = 57	B = 60	C = 69	D = 101	E = 64	F = 78	G = 50	H = 85
canonical_smiles: O=CNc1ccc(Cl)cc1
  A = ·	B = 89	C = 91	D = 110	E = 97	F = 102	G = 101	H = ·
canonical_smiles: CCN1C(=S)N(c2ccccc2)C2NC(=O)N(/N=C/C=C/c3ccccc3OC)C21 (stereo not drawn)
  A = 102	B = 88	C = 90	D = 95	E = 72	F = 93	G = 92	H = 82
canonical_smiles: CC(C)(C)OC(=O)NC(CCC(=O)NC(CSc1ccc([N+](=O)[O-])cc1[N+](=O)[O-])C(=O)NCC(=O)Oc1ccccc1C1CC(=O)c2ccccc2O1)C(=O)Oc1ccccc1C1CC(=O)c2ccccc2O1 (stereo not drawn)
  A = 94	B = 101	C = 86	D = 107	E = ·	F = ·	G = ·	H = 74
canonical_smiles: N#Cc1nc(-c2ccccc2)oc1S(=O)(=O)N1CCN(CCc2ccccn2)CC1
  A = 77	B = 103	C = 89	D = 44	E = 38	F = 15	G = 98	H = 84
canonical_smiles: COc1ccc(-c2csc(NC(=O)CSc3nc(C)cc(=O)[nH]3)n2)cc1
  A = 101	B = 104	C = 96	D = 106	E = 95	F = 107	G = 97	H = 88
canonical_smiles: CC1(C)CC(=O)C(c2c(-c3ccccc3)[nH]c3[nH]c(=S)[nH]c(=O)c23)=C(O)C1
  A = 80	B = 90	C = 90	D = 110	E = 85	F = 107	G = 108	H = 92

# Some of the entries so far, in CSV form:
structure,UACC-257,A549/ATCC,EKVX,SK-MEL-28,HOP-92,M14,SK-MEL-5,UACC-62
Cc1ccc2nc(NC(=O)CN3CCN(CCN4C(=O)c5cccc6cccc(c56)C4=O)CC3)sc2c1,57,60,69,101,64,78,50,85
O=CNc1ccc(Cl)cc1,·,89,91,110,97,102,101,·
CCN1C(=S)N(c2ccccc2)C2NC(=O)N(/N=C/C=C/c3ccccc3OC)C21 (stereo not drawn),102,88,90,95,72,93,92,82
CC(C)(C)OC(=O)NC(CCC(=O)NC(CSc1ccc([N+](=O)[O-])cc1[N+](=O)[O-])C(=O)NCC(=O)Oc1ccccc1C1CC(=O)c2ccccc2O1)C(=O)Oc1ccccc1C1CC(=O)c2ccccc2O1 (stereo not drawn),94,101,86,107,·,·,·,74

# Next part.
# Key to letters: A = UACC-257; B = A549/ATCC; C = EKVX; D = SK-MEL-28; E = HOP-92; F = M14; G = SK-MEL-5; H = UACC-62
canonical_smiles: Cc1ccc(C2=NN(c3ccc(S(N)(=O)=O)cc3)C(=O)CC2)c(C)c1
  A = 97	B = 95	C = 102	D = 108	E = ·	F = 108	G = 100	H = 95
canonical_smiles: Fc1ccc(-c2cc(C(Cl)Cl)no2)cc1
  A = 120	B = 122	C = ·	D = 109	E = 99	F = 89	G = 94	H = 93
canonical_smiles: O=S(=O)(O)c1ccc(N=Nc2ccc(Nc3ccccc3)cc2)cc1
  A = 106	B = 106	C = 105	D = 107	E = 94	F = 102	G = 108	H = 97
canonical_smiles: COc1cc(Nc2nccc(-c3ccc(N4CCN[C@@H](C)C4)nc3)n2)cc(OC)c1OC
  A = 87	B = 63	C = 72	D = 78	E = 71	F = 39	G = 53	H = 64
canonical_smiles: Cc1ccc(NC(N)=O)cc1
  A = 98	B = 98	C = 114	D = 118	E = 112	F = 105	G = 105	H = 114
canonical_smiles: O=C1CCC(C(=O)N/N=C/c2ccccn2)N1 (stereo not drawn)
  A = 104	B = 103	C = 105	D = 108	E = 105	F = 104	G = 113	H = 101
canonical_smiles: CC1(c2ccccc2)CCC(=O)NC1 (stereo not drawn)
  A = 105	B = 104	C = 102	D = 105	E = 75	F = 117	G = 108	H = 97
canonical_smiles: COc1ccc(CNC2CCN(c3ccc(NC(=O)c4cccc(Cl)c4)cc3)CC2)cc1OC
  A = 82	B = 77	C = ·	D = 103	E = ·	F = 81	G = 66	H = 66
canonical_smiles: CCCc1oc2ccccc2c(=O)c1C(=O)c1ccc(O)cc1
  A = 107	B = 105	C = 100	D = 114	E = ·	F = 105	G = 98	H = 96
canonical_smiles: Cc1ccccc1/C=C1\CN(C(=O)OC(C)(C)C)C/C(=C\c2ccccc2C)C1=O
  A = 74	B = 49	C = 56	D = 55	E = 83	F = 31	G = 83	H = 29
canonical_smiles: C=C(C)CN(CC(=C)C)C(=O)c1ccccc1
  A = 103	B = 99	C = 99	D = 113	E = 90	F = 107	G = 105	H = 100
canonical_smiles: N#CCCN(CCC#N)S(=O)(=O)c1ccccc1
  A = 102	B = 100	C = 99	D = 105	E = 119	F = 102	G = 102	H = 110
canonical_smiles: Cc1nc2cc(O)c(O)cc2cc1Oc1ccc(NC(=O)c2ccc(Cl)c(C(F)(F)F)c2)cc1
  A = 96	B = 81	C = 102	D = 90	E = 72	F = 115	G = 61	H = 96
canonical_smiles: CC(=O)Nc1ccc(Cc2nc3c([nH]2)c(=O)n(C)c(=O)n3C)cc1
  A = 81&134	B = 78&108	C = 100&103	D = 100&124	E = 89&113	F = 96	G = 104&100	H = 96&103
canonical_smiles: CCOC(=O)NC(C(=O)N(C(=O)NC1CCCCC1)C1CCCCC1)C(C)C (stereo not drawn)
  A = 89	B = 75	C = 100	D = 116	E = 82	F = 89	G = 96	H = 92
canonical_smiles: O=C(O)c1ccc(-n2cc(/C=N/Nc3ccc(F)cc3)c(-c3cc4ccccc4oc3=O)n2)cc1
  A = 107	B = 93	C = 53	D = 92	E = 81	F = 47	G = 94	H = 46
canonical_smiles: Cn1cc(-c2nc(-c3c[nH]c4c(Cl)nccc34)cs2)c2ccccc21
  A = 72	B = 67	C = 87	D = 108	E = 80	F = 97	G = 91	H = 97
canonical_smiles: COc1cc2oc(-c3cccc(NC(=O)c4cc(NC(=O)[C@H](C)NC(=O)OC(C)(C)C)ccc4Br)c3)cc(=O)c2c(OC)c1OC
  A = 90	B = 71	C = 80	D = 76	E = 67	F = 102	G = 56	H = 81
canonical_smiles: COc1ccc(C2=NNC(c3cc(-c4cc5ccccc5o4)n(-c4ccccc4)n3)C2)cc1 (stereo not drawn)
  A = 111	B = 101	C = 99	D = 106	E = 97	F = 95	G = 102	H = 92
canonical_smiles: CC1(C)CC[C@]2(C(=O)NCc3cn(C4OC(CO)C(O)C(O)C4O)nn3)CC[C@]3(C)C(=CC[C@@H]4[C@@]5(C)Cc6c([nH]c7ccccc67)C(C)(C)[C@@H]5CC[C@]43C)[C@H]2C1 (stereo partly drawn)
  A = 103	B = 98	C = 82	D = 100	E = 104	F = 100	G = 96	H = 93
canonical_smiles: c1ccc(C(Nc2ccccn2)(c2ccccc2)c2ccccc2)cc1
  A = 97	B = 66	C = 38	D = 98	E = 4.4*	F = 88	G = 70	H = 59
canonical_smiles: COC(=O)C1=CCCCC(O)=C1C(=O)OC
  A = 110	B = 100	C = 117	D = 119	E = 104	F = 115	G = 103	H = 113
canonical_smiles: COC(=O)[C@]12CC[C@@H](C)[C@H](C)[C@@H]1C1=CC[C@@H]3[C@@]4(C)C(C#N)=C[C@@](C)(CO)C4=CC[C@@]3(C)[C@]1(C)CC2
  A = ·	B = 48	C = 45	D = ·	E = 50	F = 55	G = 73	H = ·
canonical_smiles: CCOC(=O)/C(C#N)=N/Nc1ccc(Cl)cc1
  A = 98	B = 93	C = 89	D = 101	E = 68	F = 101	G = 90	H = 99
canonical_smiles: CN(C)c1ccc(/C=c2\sc3nc4ccccc4n3c2=O)cc1
  A = 117	B = 117	C = 87	D = 103	E = 103	F = 102	G = 101	H = 96

# Results in M14 and HOP-92, for 3 of the compounds above:
SMILES | M14 | HOP-92
COc1cc(Nc2nccc(-c3ccc(N4CCN[C@@H](C)C4)nc3)n2)cc(OC)c1OC | 39 | 71
CN(C)c1ccc(/C=c2\sc3nc4ccccc4n3c2=O)cc1 | 102 | 103
Cc1nc2cc(O)c(O)cc2cc1Oc1ccc(NC(=O)c2ccc(Cl)c(C(F)(F)F)c2)cc1 | 115 | 72

# Next section:
# Key to letters: A = UACC-257; B = A549/ATCC; C = EKVX; D = SK-MEL-28; E = HOP-92; F = M14; G = SK-MEL-5; H = UACC-62
canonical_smiles: CC1=CC(c2ccco2)=C(C#N)C(Cl)N1 (stereo not drawn)
  A = 109	B = 105	C = 91	D = 107	E = 87	F = 103	G = 101	H = 96
canonical_smiles: CC(C)COC(=O)COC(=O)OCCOCCOC(=O)OCC(=O)OCC(C)C
  A = 103	B = 109	C = 119	D = 107	E = 96	F = ·	G = 101	H = 98
canonical_smiles: COc1cc(C2CC(=O)Nc3c2c(C)nn3-c2nc3ccccc3[nH]2)cc(OC)c1O (stereo not drawn)
  A = 44	B = 40	C = ·	D = 13	E = 32	F = 9.6*	G = 61	H = 67
canonical_smiles: C=CCSc1nnc(-c2ccc(-c3ccccc3)nc2C)o1
  A = 106	B = 98	C = 101	D = 103	E = 95	F = 105	G = 100	H = 85
canonical_smiles: COC1=CC=CC2(OC)C3(O)CCCc4cccc(c43)N3C(=O)COC132 (stereo not drawn)
  A = 101	B = 91	C = 99	D = 111	E = 90	F = 99	G = 104	H = 92
canonical_smiles: c1ccc(-c2ccc(-c3nc4ccccn4c3NCCN3CCOCC3)cc2)cc1
  A = 97	B = 76	C = 89	D = 95	E = 66	F = 88	G = 90	H = 94
canonical_smiles: O=S(=O)(Oc1ccc(-c2ccc3occc3c2)cc1)C1CCCCC1
  A = 109	B = 106	C = 103	D = 108	E = 119	F = 100	G = 97	H = 76
canonical_smiles: N#Cc1ncc(-c2cc(F)c(F)c(F)c2)c(NC2CCCCCC2)n1
  A = 94	B = 96	C = ·	D = 94	E = ·	F = 101	G = 93	H = 85
canonical_smiles: Cc1ccc(-c2nc(SCC(=O)c3ccc(Br)cc3)[nH]c(=O)c2C#N)cc1
  A = 110	B = 102	C = 100	D = 119	E = 101	F = 96	G = 104	H = 110
canonical_smiles: CCn1c(=O)c2c(=O)c3c4c(oc3oc2c2ccccc21)C(=O)c1ccccc1C4=O
  A = 91	B = 82	C = ·	D = 107	E = 51	F = 90	G = 67	H = 64

# Screening data as filed in PubChem BioAssay.
